Pol iota inh – blocks human DNA polymerase iota activity. Q9UNA4. Pol iota fluorescent replication assay, 10 min. Potency, µM (doses to about 115 µM), inactives show at the highest dose activity, negative = inhibition, hits mostly inhibitors. 390,000 tested, 1% active
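Fluorescent replication assay read twice, at 0 min and 10 min after adding 50 nM (final) substrate. Enzyme (10 nM) and compounds were first incubated 15 min at room temperature; enzyme-free buffer wells were negative controls.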
Pol eta inh – DNA polymerase eta (human) inhibition; recombinant Pol eta, fluorescent DNA replication assay; Potency, µM (series often up to 114 µM), without a hit: at the top dose activity change, negative = inhibition, usual class: inhibitors; 390,000 tested, 1.2% active; also: % is scaled to controls: 0 for no effect and ±100 for the full control effect
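Pol eta (10 nM) was preincubated with compounds for 15 min at room temperature, after which fluorescent replication substrate (50 nM final) was added to start the reaction. Fluorescence was read kinetically at 0 and 10 min.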
Pol beta inh – blocks human DNA polymerase beta activity; Pol beta primer extension/strand displacement, fluorescence kinetic; P06746; 340,000 tested, 1.3% active; Potency, µM (top dose mostly 114 µM), for the others: at the top dose activity change, negative = inhibition, most hits filed as inhibitors; also: % is scaled to controls: 0 for no effect and ±100 for the full control effect
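10 nM enzyme + cpd, 15 min RT; start with substrate 50 nM final; read 0 min and after 10 min RT. Corrected, normalized data; 4-parameter Hill curve fit.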
APEX1 inh – blocks human APE1 abasic DNA cleavage. 350,000 tested, 0.35% active. recombinant APE1, TAMRA/BHQ-2 abasic DNA cleavage fluorescence. Potency, µM (titrated, usually from 65.8 µM), without a hit: at the top dose activity change, negative = inhibition, hits mostly inhibitors;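 also: plate controls were vehicle for no effect and reference inhibitor for full effect; nearly all actives have a fitted effect of over 55% in size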
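Endonuclease cleavage of a quenched abasic-site DNA duplex (50 nM) by APE1 (0.75 nM) was tracked by TAMRA dequenching. Compounds were preincubated with enzyme 15 min at room temperature; data normalized to buffer-only and DMSO wells plus NSC13755 control.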
G9a block – G9a (human) methyltransferase inhibition. Q96KQ7. G9a H3K9 monomethylation, AlphaScreen, 2 h. Potency, µM (titrated, usually from 102 µM), inactives show top-dose activity, negative = inhibition, usual class: inhibitors. 350,000 tested, 8.8% active; also: % is scaled to controls: 0 for no effect and ±100 for the full control effect; nearly all actives have a fitted effect of over 75% in size
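Enzyme 20 nM + cpd, 15 min RT; add b-H3K9 pep 500 nM / SAM 20 uM; 2 h RT; anti-H3K9me1 Ab 0.5 ug/mL + SA donor / anti-rabbit acceptor beads 20 ug/mL each, 10 min; AlphaScreen read.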
BLM helicase inh – Bloom syndrome helicase (human) inhibition; recombinant BLM DNA unwinding, fluorescence dequenching; Potency, µM (series often up to 56.1 µM), for the others: at the top dose activity change, negative = inhibition, usual class: inhibitors; 350,000 tested, 0.2% active;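 also: plate controls were vehicle for no effect and no enzyme for full effect; nearly all actives have a fitted effect of over 35% in size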
BAZ2B block – inhibitors of human BAZ2B bromodomain | Q9UIF8 | AlphaScreen BAZ2B-H3K14Ac peptide displacement | Potency, µM (top dose mostly 114 µM), for the others: top-dose activity change, negative = inhibition, hits mostly inhibitors | 360,000 tested, 4.4% active | AID 504333; also: % is scaled to controls: 0 for no effect and ±100 for the full control effect; nearly all actives have a fitted effect of over 60% in size
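In this displacement format the biotinylated H3(5-23) peptide acetylated at Lys14 serves as ligand at 50 nM, with BAZ2B at 50 nM in PBS pH 7.4 containing 0.01% Tween-20. Donor and acceptor beads are 10 ug/mL final.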
Anesthetic bind – candidate novel general anesthetic via apoferritin binding; 350,000 tested, 0.074% active; Potency, µM (doses to about 77.5 µM), without a hit: at the highest dose activity change, negative = displacement, most hits filed as inhibitors; P02791; apoferritin/1-aminoanthracene competitive binding, fluorescence; also: % is scaled to controls: 0 for no effect and ±100 for the full control effect; nearly all actives have a fitted effect of over 20% in size
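Read-out: endpoint 1-AMA fluorescence, excitation 380 nm and emission 535 nm, after compounds sit 10 min at room temperature with 10 uM horse-spleen apoferritin in 50% saturated 1-AMA/PBS. Values come from four-parameter Hill fits.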
POLK inh – inhibitors of human DNA polymerase kappa. purified Pol kappa, fluorescent DNA synthesis assay, 10 min. Potency, µM (highest dose often 107 µM), for inactives: top-dose activity, negative = inhibition, most hits filed as inhibitors. 400,000 tested, 0.53% active; also: % is scaled to controls: 0 for no effect and ±100 for the full control effect
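Readout: fluorescence, taken kinetically at 0 and 10 min. Conditions: 10 nM Pol kappa, 15 min RT compound preincubation, 50 nM substrate final. Controls: enzyme-free buffer wells.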
* = called active by the depositor; ? = inconclusive; · = no result given; [ ] = remark or other dose. Calls follow the shape of the dose curve; as a rule, active = well fitted curve in the direction sought with a large enough effect; inconclusive = small, poorly fitted or top-dose-only effect, or another doubt; inactive = no such curve, though single readings can be large; an effect the other way counts as inactive or inconclusive. Potency is read from the fitted curve at half-maximal effect. Some of the compounds tested (hit frequency here may not be typical).

compound,POLK inh,BAZ2B block,Pol iota inh,Anesthetic bind,G9a block,APEX1 inh,Pol beta inh,BLM helicase inh,Pol eta inh
COC(=O)c1cc(Cl)ccc1NC(=O)CSc1ncc(S(=O)(=O)c2ccc(Br)cc2)c(=O)[nH]1,?,79µM*,?,-17%,-16%[59 µM],·,45µM*,?,89µM*
CCOC(=O)NC(=O)/C(C#N)=C\Nc1ccc(Cl)cc1Cl,-8%,-19%,-5%,-8%,-27%,-4%,-1%,3%,4%
CCc1ccccc1NC(=O)c1cccc(NC(=O)/C=C/c2ccco2)c1,-2%,-37%,25%,-18%,?,3%,2%,-16%,-15%
CC(=O)Nc1sc2c(c1C#N)CCN(Cc1ccccc1)C2,-11%,-7%,59%[activator],-1%,·,9%,-2%,-11%,-15%
O=C(O)/C(=C1\OC(=O)c2ccccc21)c1ccccc1,-6%,9%,16%,-5%,7%[59 µM],0%,17%,5%,-1%
CCn1c(=O)c(=O)[nH]c2c(=O)oc3ccc(S(=O)(=O)Nc4ccccc4)cc3c21,-4%,-17%,-7%,-11%,-15%[59 µM],32%,2%,-1%,-18%
COCCCn1c(SCC(=O)O)nc2cc(OC)c(OC)cc2c1=N,-6%,-21%,49%[activator],-5%,?,-7%,13%,-2%,-17%
CC(C)(O)/C=C1/Oc2ccccc2C1N1CCCCC1 (configuration not stated),-13%,-6%,18%,-11%,50µM*,-1%,29%,-6%,-17%
CCC(=O)N(Cc1ccc(S(N)(=O)=O)cc1)C1CC(=O)N(c2ccccc2)C1=O (configuration not stated),-4%,1%,32%,2%,-9%,12%,61%,-1%,-26%
CCOc1cc(S(=O)(=O)NC2CC2)c(OCC)cc1-n1cnnn1,-9%,2%,28%,-10%,-12%[59 µM],0%,4%,-2%,-19%
COC(=O)c1ccc2c(=O)n(Cc3ccc(C(=O)NC(C)C)cc3)c(=S)[nH]c2c1,-3%,-27%,112%[activator],-4%,-1%,-7%,3%,3%,-20%
Cc1cccc(C)c1N(CC(=O)NC1CCCCC1)C(=O)c1csnn1,-7%,-5%,137%[activator],5%,30%,-7%,10%,0%,-22%
N=c1sccn1CC(=O)Nc1cccc2ccccc12,-6%,6%,14%,-2%,6%,0%,1%,4%,-7%
COc1ccc(-n2c(=O)c(-c3cccc(F)c3)nc3cncnc32)cc1,-2%[60.1 µM],·,·,·,9%[0.501 µM],-2%,·,0%,·
CCc1noc(C)c1C(=O)OCC(=O)Nc1ccc(F)cc1Cl,-18%,-5%,-29%,·,-7%[12.7 µM],7%,·,·,-13%
Cc1c(CCC(=O)NCc2ccc(F)cc2)c(=O)oc2cc(O)ccc12,12%,26%,32%[activator],547%[activator],20%[59 µM],·,6%,-2%,-16%
COc1ccc(F)cc1C(=O)C1CCCN(C(=O)c2ccccc2N(C)C)C1 (configuration not stated),3%,-23%,5%,-15%,-20%,2%,5%,-1%,-10%
CC1CCC(C(=O)NNC(=O)c2cc(-c3ccco3)[nH]n2)CC1 (configuration not stated),1%,-21%,16%,?,43%[59 µM],-5%,0%,-1%,-4%
CCCCN(C)C(=O)c1c[nH]c2ccc(S(=O)(=O)N3CCOCC3)cc2c1=O,-6%,-2%,21%,9%,-43%[59 µM],2%,19%,1%,-18%
COc1ccccc1N1CCN(C(=O)CSc2nc(-c3ccco3)cc(C(F)(F)F)n2)CC1,-17%,?,-5%,?,?,14%,-12%,-13%,-16%

Two of the compounds above, with two lines to a compound.
The line under a structure holds: POLK inh	BAZ2B block	Pol iota inh	Anesthetic bind	G9a block	APEX1 inh	Pol beta inh	BLM helicase inh	Pol eta inh
- CCc1noc(C)c1C(=O)OCC(=O)Nc1ccc(F)cc1Cl
  -18%	-5%	-29%	·	-7%[12.7 µM]	7%	·	·	-13%
- COc1ccccc1N1CCN(C(=O)CSc2nc(-c3ccco3)cc(C(F)(F)F)n2)CC1
  -17%	?	-5%	?	?	14%	-12%	-13%	-16%

In the list so far, 2 contain a COOH group:
compound,POLK inh,BAZ2B block,Pol iota inh,Anesthetic bind,G9a block,APEX1 inh,Pol beta inh,BLM helicase inh,Pol eta inh
O=C(O)/C(=C1\OC(=O)c2ccccc21)c1ccccc1,-6%,9%,16%,-5%,7%[59 µM],0%,17%,5%,-1%
COCCCn1c(SCC(=O)O)nc2cc(OC)c(OC)cc2c1=N,-6%,-21%,49%[activator],-5%,?,-7%,13%,-2%,-17%

(more compounds)
compound,POLK inh,BAZ2B block,Pol iota inh,Anesthetic bind,G9a block,APEX1 inh,Pol beta inh,BLM helicase inh,Pol eta inh
COc1cc(C2=NOC(C(=O)N3CCCc4ccccc43)C2)cc(OC)c1OC (configuration not stated),-5%,-33%,-6%[58.9 µM],-19%,23%[59 µM],-9%,2%,-5%,-3%
COc1cc(NC(=O)CSc2nc3ccccc3n2-c2ccccc2)c(C)cc1[N+](=O)[O-],-5%,?,?,-6%,?,8%,-1%,-12%,-13%
COc1ccc(CCC(=O)OCC(=O)N(CC(C)C)c2c(N)n(Cc3ccccc3)c(=O)[nH]c2=O)cc1,-6%,-11%,30%,·,?,35%,·,·,-5%
CCN(CC)CCCNC(=O)c1oc2c(c1C)-c1nn(Cc3ccc(Cl)cc3)cc1CC2,3%,?,31%,-15%,?,·,4%,2%,-14%
CCn1c(SC(C)C(=O)NC2CCCc3ccccc32)nnc1-c1cccs1 (configuration not stated),-1%,-32%,-6%,-19%,-1%,1%,-4%,0%,-8%
CCN(CC(=O)Nc1ccc(NC(C)=O)cc1)C(=O)c1ccc2c(c1)OCCO2,-2%,-1%,1%,·,17%[12.7 µM],2%,·,·,0%
Cc1cc(C)c(C#N)c(N2CCCC2)n1,-2%,10%,13%,5%,32%[59 µM],-2%,5%,0%,-11%
O=S(=O)(Cc1ccccc1)N1CCNCC1,-5%,1%,9%,-2%,-7%,11%,-20%,-5%,8%
CCOC(=O)N1CCN(c2ccc(Cl)cc2)CC1,-10%,4%,10%,-13%,15%[59 µM],16%,33%,5%,-12%
O=C(CCCN1C(=O)c2ccccc2C1=O)NCc1ccc(F)cc1,3%,-17%,21%,-11%,51%,41%,?,0%,-26%
Cc1ccc(Oc2nc3ccccn3c(=O)c2/C=C(\C#N)C(=O)NC2CCS(=O)(=O)C2)cc1 (configuration not stated),2%,-20%,-7%,-6%,0%,-5%,?,-3%,4%
CN(CC(=O)Nc1c(Cl)cccc1Cl)C(=O)C1CCN(C(=O)Nc2ccccc2)CC1,-5%,-5%,39%[activator],·,14%[0.501 µM],13%,·,·,-14%
CC(C)(C)c1nnc2sc(SCC(=O)c3cccs3)nn2c1=O,-11%,-33%,?,?,?,-9%,32%,0%,-11%
O=C(NNC(=S)Nc1ccc(F)c(Cl)c1)C1CC1,-5%,6%,18%,-5%,?,2%,23%,-2%,-12%
CC(=O)Nc1cccc(NC(=O)CSc2nc3c(c(=O)n(C)c(=O)n3C)n2C)c1,2%,-14%,67%[activator],0%,-9%,-9%,5%,-2%,-5%
FC(F)(F)c1cc(-c2cccs2)nc2cc(-c3cccs3)nn12,-6%,5%,-13%,-15%,31%,-2%,3%,-2%,-3%
CCOc1ccc(C(C(=O)NCC2CCCO2)N(Cc2cccc(OC)c2)C(=O)c2snc(C(N)=O)c2N)cc1 (configuration not stated),-4%,-18%,65%[activator],-1%,-5%,-1%,-2%,-4%,2%
COCCNC(=O)CSc1nc2cc3c(cc2c(=O)n1CCCCCC(=O)NCCc1ccc(OC)c(OC)c1)OCO3,1%[60.1 µM],0%,41%[activator],3%,2%[59 µM],·,-1%,2%,-19%
CCN(CC)CCCCCC(=O)Nc1ccccc1C(=O)Nc1ccccc1,-22%,?,-31%,-6%,0%,23%,33%,-1%,-19%
COc1cccc(CNC(=O)CSC2=Nc3ccccc3C3=NC(C)C(=O)N23)c1OC (configuration not stated),-5%[60.1 µM],2%,14%,44%[activator],42%[59 µM],·,7%,-3%,-16%
COc1cc(OC)cc(C(=O)Nn2cc(C(=O)N3CCN(C)CC3)c3ccccc3c2=O)c1,1%,0%,10%,-16%,·,0%,3%,-1%,?
CN(C)CCCNCCCNC(=O)/C(=N\O)c1ccccc1,-10%,-39%,-13%[58.9 µM],0%,50µM*,2%,-2%,2%,-5%
O=C1CCCN1c1nccs1,-2%,2%,-3%,0%,35%,-3%,19%,1%,-5%
Cc1cc(C(=O)NCc2cccs2)n(-c2ccccc2)n1,-8%,-3%,5%,-20%,16%,0%,30%,1%,6%
CC1(C)Cc2nc3oc4c(SCC(N)=O)ncnc4c3cc2CO1,11%,-23%,28%,-4%,-24%,-6%,7%,-1%,-16%
Cc1c(Cl)cccc1N(CC(=O)O)S(C)(=O)=O,3%,-14%,-12%,43%[activator],-6%[12.7 µM],11%,-1%,1%,7%
O=C(O)C1CC=CC2CCN(C3CCCCC3)C(=O)C21 (configuration not stated),6%,·,2%,-8%,·,?,·,3%,·
Cc1cc(-c2nnc(SCC(=O)Nc3ccc(C)c(C)c3)n2N)n[nH]1,-5%,?,47%[activator],-7%,-16%,22%,2µM*,-1%,-22%
COc1ccc(OCCCC(=O)NC(C)c2ccccc2)cc1 (configuration not stated),-2%,-16%,?,?,1%[12.7 µM],5%,0%,-1%,-9%
O=C(Nc1ccccc1C(=O)N1CCCC1)C1COc2ccccc2O1 (configuration not stated),6%,-3%,73%[activator],-3%,6%,-5%,34%,-5%,-25%

Screening results (PubChem BioAssay)
